# Source: PubChem BioAssay (several laboratories)
# TROY signal inh = inhibitors of TROY-driven NF-kB signaling, primary screen, Q293 LMP1-TROYcd cells, NF-kB luciferase, uHTS; Q293 LMP1-TROYcd NF-kB luciferase reporter, 4 h; inhibition, % at 10 µM; 360,000 compounds, 0.98% hits; AID 1347056, 2019;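 active = compounds whose plate-normalised and pattern-corrected inhibition of the luciferase reporter signal at the single screening dose is 50% or more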
# NR2F2 inh = NR2F2 transcriptional activity inhibitors, primary screen, cell-based, luciferase reporter, HEK293T, luminescence; COUP transcription factor 2 (Homo sapiens), P24468; HEK293T NGFI-A luciferase reporter; 370,000 compounds, 0.7% hits; inhibition, % at 8.6 µM;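 active = inhibition above a per-plate cutoff, mean inhibition of test wells between control levels plus 3 SD, cut at about 38% in these data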;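 also: cells cotransfected with COUP-TFII expression vector driving the NGFI-A reporter; 0% = median of COUP-TF2 test wells and 100% = reporter-only cells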
# Target sequence (P24468 whole entry, looked up): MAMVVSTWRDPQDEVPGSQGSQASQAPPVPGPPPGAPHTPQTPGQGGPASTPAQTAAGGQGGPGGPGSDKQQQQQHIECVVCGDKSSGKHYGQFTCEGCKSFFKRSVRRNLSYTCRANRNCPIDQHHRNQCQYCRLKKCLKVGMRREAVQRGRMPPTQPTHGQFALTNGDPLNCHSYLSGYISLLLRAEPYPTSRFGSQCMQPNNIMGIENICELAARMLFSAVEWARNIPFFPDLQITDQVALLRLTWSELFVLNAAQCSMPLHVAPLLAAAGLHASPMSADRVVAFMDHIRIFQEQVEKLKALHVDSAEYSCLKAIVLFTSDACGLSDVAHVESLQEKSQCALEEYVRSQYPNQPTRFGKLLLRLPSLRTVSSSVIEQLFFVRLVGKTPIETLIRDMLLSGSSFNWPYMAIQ
# TLR9-MyD88 block = inhibitors of TLR9-MyD88 association in cells, primary screen, cell-based, CHO, BLA complementation, fluorescence | Toll-like receptor 9 (Homo sapiens) + Myeloid differentiation primary response protein … | CCF4 FRET ratio | inhibition, % at 4.98 µM | 340,000 compounds, 0.21% hits | AID 504734, 2011;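 active = inhibition above the mean over all tested compounds plus 3 SD, cut at about 21% in these data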;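 also: 0% = DMSO only wells and 100% = clavulanate BLA inhibitor control wells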
# SRC3 inh = SRC3 coactivator transcriptional activity inhibitors, primary screen, cell-based, luminescence; HEK293 GAL4-SRC3 luciferase reporter; 360,000 compounds, 0.17% hits; inhibition, % at 3.6 µM; Nuclear receptor coactivator 3 (Homo sapiens), Q9Y6Q9; AID 588352, 2011;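 active = inhibition above a per-campaign cutoff, the mean of all compounds plus 3 SD, cut at about 60% in these data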;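 also: 0% = DMSO-treated cells and 100% = gossypol-treated cells at 36 µM; higher means less SRC3-driven luciferase light from the GAL4 reporter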
# NOD2-RIPK2 inh = NOD2-RIPK2 binding disruptors in cells, primary screen, fluorescence, CHO cells, BLA complementation | inhibition, % at 4.98 µM | CCF4 ratio | 360,000 compounds, 0.38% hits; in the data active = inhibition above about 21%;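 also: 0% = vehicle only and 100% = reference blocker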
# Target sequence (O43353 whole entry, looked up): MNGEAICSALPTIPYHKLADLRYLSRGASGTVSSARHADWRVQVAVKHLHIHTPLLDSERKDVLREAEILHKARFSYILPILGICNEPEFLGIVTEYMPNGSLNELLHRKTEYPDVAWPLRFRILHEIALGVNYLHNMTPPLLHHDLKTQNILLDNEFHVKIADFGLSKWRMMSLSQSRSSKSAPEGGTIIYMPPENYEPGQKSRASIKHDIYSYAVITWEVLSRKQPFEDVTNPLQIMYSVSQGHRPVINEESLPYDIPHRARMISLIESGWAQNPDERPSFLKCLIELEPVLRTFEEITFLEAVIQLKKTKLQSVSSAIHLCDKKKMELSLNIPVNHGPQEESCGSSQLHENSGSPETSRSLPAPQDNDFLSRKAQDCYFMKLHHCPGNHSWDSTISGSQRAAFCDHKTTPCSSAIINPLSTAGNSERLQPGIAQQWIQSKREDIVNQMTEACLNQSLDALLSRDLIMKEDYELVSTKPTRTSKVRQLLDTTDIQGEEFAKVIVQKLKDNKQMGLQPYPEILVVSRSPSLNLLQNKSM
# ABHD5-PLIN5 inh = ABHD5-PLIN5 interaction inhibitors, primary screen, cell lysate, split luciferase complementation, luminescence; AID 602281, 2012; 360,000 compounds, 0.78% hits; Perilipin-5 (Homo sapiens) + 1-acylglycerol-3-phosphate O-acyltransferase ABHD5 (Homo …; inhibition, % at 4 µM; Split G. princeps luciferase complementation, 4 h;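 active = inhibition above the mean inhibition across every tested compound plus 3 SD, cut at about 22% in these data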;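 also: 0% = DMSO only wells and the 100% control is not disclosed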
# NR5A2 inv ag = LRH-1 (NR5A2) inverse agonists, primary screen, cell-based, luminescence, HEK293T, StAR-luciferase reporter | Nuclear receptor subfamily 5 group A member 2 (Homo sapiens), O00482 | LRH-1 transfected, 24 h | inhibition, % at 3.6 µM | 360,000 compounds, 0.13% hits;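 active = inhibition above the mean inhibition of all tested compounds plus 3 SD, cut at about 73% in these data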;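 also: 0% = DMSO wells and 100% = reporter-only cells lacking LRH-1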
# SRC2 inh = inhibition of GAL4-SRC2 driven luciferase reporter, primary screen, SRC2 inhibitor project, cell-based, luminescence; Nuclear receptor coactivator 2 (Homo sapiens), Q15596; HEK293 GAL4-SRC2 luciferase reporter; inhibition, % at 9 µM; 370,000 compounds, 0.17% hits; AID 651957, 2012;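 active = inhibition above the mean inhibition of all tested compounds plus 3 SD, set per campaign, cut at about 52% in these data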;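 also: 0% = DMSO treated cells and 100% = cells given Gossypol at 36 µM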
# TWEAK-Fn14 inh = inhibitors of TWEAK-Fn14 signaling, primary screen, luciferase reporter cells, uHTS. inhibition, % at 10 µM. 360,000 compounds, 2% hits. TWEAK-stimulated Fn14 reporter cells, luciferase luminescence, 8 h; in the data active = inhibition above about 50%
# Exocytosis inh = LAMP-1 surface exposure blockers, TALL-104 cells – cell-based, flow cytometry, MLPCN library, primary screen | 360,000 compounds, 0.66% hits | TALL-104 LAMP-1 surface exposure; cells stimulated with thapsigargin and PMA | inhibition, % at 10 µM | AID 651702, 2012;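 active = inhibition above about 55%, limit read from the data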
# NCOA1 inh = SRC1 coactivator transcriptional activity inhibitors, primary screen, cell-based, luminescence; HEK293 GAL4-SRC1 luciferase reporter; Nuclear receptor coactivator 1 (Homo sapiens), Q15788; inhibition, % at 3.6 µM; 360,000 compounds, 0.12% hits; AID 588354, 2011;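 active = inhibition above the campaign mean plus 3 SD, with each screening campaign given its own cutoff, cut at about 60% in these data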;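 also: 0% = DMSO treated cells and 100% = gossypol at 36 µM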
# * hit, by the source's call; · = no result given.
Molecule	ABHD5-PLIN5 inh	NOD2-RIPK2 inh	Exocytosis inh	TLR9-MyD88 block	NCOA1 inh	TWEAK-Fn14 inh	TROY signal inh	NR2F2 inh	SRC3 inh	NR5A2 inv ag	SRC2 inh
Cc1ccc(N2CC(C(=O)NCCS(=O)(=O)N3CCN(c4ccccc4)CC3)CC2=O)cc1C (stereo not given)	2	-1	0	4	-1	-13	-5	1	-12	11	4
CC(=O)c1ccc(OCc2cc(C(=O)N(C)CCN3CCOCC3)no2)cc1	-8	-1	3	-6	3	-7	-20	-11	-16	-4	13
O=C(NNc1ccc(Cl)cc1)c1cccs1	0	-9	-1	-8	5	5	-17	11	-8	7	-28
CC(C)(/C=N/O)N(O)C=C1C=CC(=O)C=C1	1	9	-4	7	-14	16	-18	2	17	3	21
CC(C)C[C@@H](CN1CCC[C@H]1CN1C(=O)C(=O)NC[C@@H]1Cc1ccccc1)N1C[C@H](Cc2ccc(O)cc2)N(CC2CCCCC2)C(=O)C1=O	-7	-9	-3	·	·	28	-3	-9	·	7	-32
COc1cc2c(cc1OC)C1=C(C#N)CN(C3CCCCC3)CN1CC2	6	3	-6	-2	23	-22	3	-15	0	7	2
CC(=O)Nc1cccc(C(=O)Nc2cccc3ncccc23)c1	2	-7	-6	11	-32	14	-4	9	-12	0	-22
COCCN(C(=O)COC(=O)c1cccs1)c1c(N)n(Cc2ccccc2)c(=O)[nH]c1=O	4	-10	-2	-1	2	-15	6	1	6	-6	-29
Nc1ccccc1C(=O)NCC1(c2ccccc2)CCCC1	0	-8	-2	3	11	-13	45	9	-13	-7	25
COCCN1C=C2C(=O)C(C)(OC(=O)C3CCCC3)C(=O)C(c3ccccc3)=C2C=C1CCCC(=O)OC (stereo not given)	-2	-4	-15	10	-20	-9	2	14	6	0	0
COc1cc(CC(=O)OCC(=O)N2C(C)CCCC2C)cc(OC)c1OC (stereo not given)	-3	3	-9	-9	-13	-30	0	-21	12	-10	11
O=C(NCCC1=CCCCC1)C(=O)NCc1ccncc1	-4	5	-3	-8	-10	11	-2	-2	-9	-4	-3
CCCOc1ccc(-c2nn(-c3ccccc3)cc2/C=C2\SC(N)=NC2=O)cc1	-2	-1	-3	-7	2	5	-8	-1	6	5	-18
C/C(=N\Nc1ncc(Br)cn1)c1cccc([N+](=O)[O-])c1	0	-9	-3	4	-42	-7	-49	-55	-21	-133	-35
CC(CC12CC3CC(CC(C3)C1)C2)NCc1ccccc1O (stereo not given)	2	5	61*	-4	19	-13	-2	17	0	7	0
CC(NC(=O)c1ccc(C(=O)c2ccccc2)cc1)c1ccc(S(N)(=O)=O)cc1 (stereo not given)	-2	9	9	8	-9	-14	0	-16	-3	8	13
COc1ccccc1N1CCN(C(=O)c2n[nH]c3ccccc23)CC1	2	2	-5	-8	-2	16	13	-3	3	-28	-25
S=C(NCCc1ccccc1)NN=C1CCCCCC1	-3	2	2	-23	-48	-7	-20	-1	-22	-3	1
O=c1c2[nH]c3ccccc3c2ncn1CCN1CCOCC1	-9	-10	-1	0	-12	2	-6	5	-11	6	-5
CN(CC(=O)Nc1ccc(F)cc1)CC(=O)N1CCCCCC1	1	-4	-4	-6	-11	20	4	10	3	-15	-1
Cc1cc(C)cc(N(CC(=O)NC2CCCC2)C(=O)CCC(=O)Nc2nccs2)c1	5	-5	-7	-4	4	-16	-15	2	15	-3	8
O=C1c2ccccc2C(=O)N1CC#CCN1CCN(C(c2ccccc2)c2ccccc2)CC1	4	-9	3	-4	-10	10	3	13	-6	12	-4
N#Cc1ccccc1COC(=O)CCCC1=NS(=O)(=O)c2ccccc2N1	-8	-13	-2	-14	1	3	-3	-17	-2	-10	27
CCOC(=O)c1cccnc1SCc1cc(=O)n2ccccc2n1	1	0	-3	-4	-12	-4	-15	-1	-3	-8	-48
COc1ccc(C(=O)Nc2ccc(S(=O)(=O)Nc3nccnc3OC)cc2)cc1	0	-6	-2	4	13	8	7	-11	-7	-10	0
CCC(=O)Nc1ccc(NC(=O)CSc2nnnn2C(C)C)cc1	-3	-6	-2	-3	-19	-36	-30	7	-4	7	2
COC(=O)C1=C(C)NC2=C(C(=O)CCC2)C1c1cn(Cc2ccc(Cl)cc2Cl)nc1-c1ccccc1 (stereo not given)	-1	4	1	-8	-2	18	20	9	-8	-6	-25
CC1CC(C)CN(C(=O)COc2ccc([N+](=O)[O-])cc2Cl)C1 (stereo not given)	-6	7	-4	-1	7	2	15	-15	11	2	-21
S=c1[nH]nc(COc2ccccc2)n1/N=C/c1ccc(Cl)cc1	-2	-2	24	-8	-47	2	-10	-18	0	-13	14
Cc1ccc(C)c(NC(=O)CSc2n[nH]c(-c3ccncc3)n2)c1	2	-7	0	-5	8	-7	-12	-7	3	14	4
O=C(CCN1C(=O)/C(=C/c2ccc(F)cc2)SC1=S)NC1C=CS(=O)(=O)C1 (stereo not given)	-1	5	-4	-4	-13	-12	-26	-5	-5	-12	8
O=C(NCCO)OC1CC2CC1[C@H]1CCCCN1C2=O (stereo not given in full)	6	-2	4	·	·	5	-5	15	·	-15	-3
CCOc1ccc(NC2c3ccccc3C(=O)N2c2ccc(Cl)cn2)cc1 (stereo not given)	-4	-2	-2	3	-30	-10	-50	-50	-46	-81	-60
CCOC(=O)N1CCN(C(=O)CN(c2ccc(OCc3ccccc3)cc2)S(C)(=O)=O)CC1	5	-9	0	7	-9	3	6	11	5	10	0
COc1ccc(S(=O)(=O)N(C)c2ccc(C(=O)N3CCCC3)cc2)cc1OC	-6	-2	5	-5	-23	30	-4	-30	6	9	-13
Cc1ccc(C)c(S(=O)(=O)N2CCC3(CC2)OCCN3S(=O)(=O)c2cccs2)c1	-4	-7	6	6	-15	-21	5	16	-4	5	0
CN1CC(=O)Nc2ccc(Br)cc2C1=O	-9	4	8	-11	-11	-3	5	-6	3	-1	-7
CC(=O)NC(CC(=O)Nc1nc(C)cs1)c1ccccc1 (stereo not given)	-4	-3	0	-5	-20	-12	-4	9	-4	2	6
CC(=O)Nc1ccc(OCC(O)CN2CCCCC2C)cc1 (stereo not given)	1	-13	-5	6	2	6	-6	-3	-5	-19	-14
COc1ccc(-c2csc(NC(=O)CSCc3c(C)noc3C)n2)cc1OC	7	-5	2	-9	5	-8	16	8	6	20	-25
O=C(CN1CCN(S(=O)(=O)c2ccccc2)CC1)NCc1ccccc1	4	-6	4	3	-5	0	-10	1	1	6	15
O=C1CCCCCCCCCC/C(=N\O)CCCO1	92*	-3	11	·	24	47	39	13	6	-3	17
O=[N+]([O-])c1cc(F)c(N2CCOCC2)cc1N1CCCCC1	6	-13	0	1	-10	-5	20	-9	9	39	-37
CCN(CC)S(=O)(=O)c1ccc2c(c1)N(CC(=O)NCCc1ccc(S(N)(=O)=O)cc1)C(=O)CO2	0	11	0	7	-16	-3	13	-10	1	-2	-5
C[C@H](CO)N1C[C@H](C)[C@@H](CN(C)C(=O)Nc2ccc3c(c2)OCO3)Oc2ccc(NC(=O)CCN3CCOCC3)cc2C1=O	-5	-9	-8	1	3	7	-5	4	8	-28	-22
CCN(C[C@H]1N[C@@](Cc2ccccc2)(C(=O)OC)[C@H]2C(=O)N(Cc3ccccc3)C(=O)[C@@H]12)S(=O)(=O)c1ccccc1	-4	8	0	-2	7	21	-3	-11	-9	-14	-8
Cc1cc(N2CCN(C(C(=O)NC3CCCC3)C(C)(C)C)CC2)c2ccccc2n1 (stereo not given)	0	-6	-1	·	·	·	·	9	·	7	-11
COc1ccccc1C1=Nc2cccc3cccc(c23)N1	15	-4	66*	-6	-12	5	-6	-4	-15	16	-23
N#CCCC(CCC#N)(CCC#N)c1cc[n+](CCc2ccccn2)cc1	0	-13	2	-4	0	-10	-2	4	1	-7	-24
CCOC(=O)C1CCN(S(=O)(=O)c2cn(C)cn2)CC1	1	-4	1	-15	-12	2	-3	-1	5	-23	-24
CCOC(=O)c1c(CC(C)C)csc1/N=C/C1C(=O)CCCC1=O	-1	-3	1	2	-6	12	8	-2	-1	10	-3
COc1cc(SC)ccc1C(=O)Nc1ncc(Cl)cc1Cl	-3	-2	0	0	-112	-7	-60	-14	-76	-95	-74
O=C(CCCCCN1C(=O)CCC1=O)Nc1ncn[nH]1	-6	8	0	-4	-4	4	-24	5	-14	-6	-5
Cc1ccc(NC(=O)CSc2nnc(-c3cnccn3)n2C)cc1C	-3	-8	-1	-1	4	1	2	-8	15	8	-3
CN(C)CCn1c(=S)[nH]c2ncccc2c1=O	5	-9	0	-1	14	2	-1	-11	10	16	-15
Fc1ccc(CN2CCCCCCC2)c(F)c1	-6	0	1	6	-5	-1	-3	-11	-15	-7	-50

# The results go on:
Molecule	ABHD5-PLIN5 inh	NOD2-RIPK2 inh	Exocytosis inh	TLR9-MyD88 block	NCOA1 inh	TWEAK-Fn14 inh	TROY signal inh	NR2F2 inh	SRC3 inh	NR5A2 inv ag	SRC2 inh
Cn1cccc1/C=C1\SC(=S)N(CC(=O)O)C1=O	7	-4	-4	7	7	-1	2	11	-5	-1	-3
COc1ccc(OC)c(NC(=O)CSc2nccn2Cc2ccco2)c1	0	0	0	-16	-20	3	-3	-21	-8	-4	-15
O=C(NNC(=O)c1ccncc1)Nc1cc(Cl)ccc1Cl	-9	-6	-3	-19	-13	-18	-36	-11	-35	-29	-30
Cn1c(=O)cc(OCC(=O)NCCCN2CCN(c3ccccc3F)CC2)c2ccccc21	1	1	0	-15	-21	-8	1	-29	7	6	-40
CN1C2=C(C#N)C(c3ccccc3)(C(F)(F)F)NC(=O)N2c2ccccc21 (stereo not given)	1	-4	0	-11	-11	7	-5	2	8	-2	14
Cc1noc(C)c1S(=O)(=O)Nc1ccc(C#N)cc1	-7	-3	3	-2	7	5	-1	9	-1	8	-29
O=C(CSc1ccccc1)Nc1cccc(S(=O)(=O)N2CCOCC2)c1	3	0	5	0	-1	7	-20	-5	-33	1	6
CCn1c(=O)cc(OCC(=O)NCCCN2CCN(c3cccc(Cl)c3)CC2)c2ccccc21	-3	-6	4	-8	-13	17	10	-15	14	6	-10
O=C(NCC(c1ccccc1Cl)N1CCCC1)C1CCN(C(=O)Nc2ccccc2)CC1 (stereo not given)	5	-15	24	-8	-4	-9	9	-1	-2	-2	-1

# The list is partial, so the mix of outcomes need not match the whole.
